Tb PYK inh: qHTS of Trypanosoma Brucei Inhibitors | Potency, µM (top dose mostly 76.8 µM), for inactives: top-dose activity, negative = inhibition, usual class: inhibitors | pyruvate kinase (Trypanosoma brucei), Q57TT1 | TbPYK enzyme, Kinase-Glo Plus ATP luminescence, 45 min | 410,000 tested, 0.12% active; also: potency is read from the fitted curve at half-maximal effect; nearly all actives have a fitted effect of over 50% in size
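Enzyme and substrate buffer are dispensed first and compound is pin-transferred. ADP at 130 uM final then starts the reaction, which runs 45 min at room temperature. Detection reagent is added for 10 min before luminescence is imaged.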
HCMV antiviral: qHTS Assay for inhibitors of the human cytomegalovirus (HCMV). activity change, negative = inhibition, % at 57.5 µM. 410,000 tested, 4.5% active. AID 1259415, 2018. HFF cells, HCMV-luciferase reporter, 72 h; hits give low values; in the data active = activity change below about -60%; inconclusive = no clear call, values can overlap the other calls; inactive = above about -39%
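After 16 h attachment at 37C, HFF cells received test compound and HCMV-luciferase (1 PFU/cell); reporter luminescence read 72 h later, data normalized against buffer-only and known inhibitor Salinomycin.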
LmPK inh: qHTS Assay for Inhibitors of Leishmania Mexicana Pyruvate Kinase (LmPK). Q27686. purified LmPK, Kinase-Glo ATP luminescence, 1 h. Potency, µM (series often up to 57.5 µM), for the others: at the top dose activity change, negative = inhibition, usual class: inhibitors. 290,000 tested, 0.37% active. AID 1721, 2009; also: potency is read from the fitted curve at half-maximal effect
Target sequence (Q27686 whole entry, looked up): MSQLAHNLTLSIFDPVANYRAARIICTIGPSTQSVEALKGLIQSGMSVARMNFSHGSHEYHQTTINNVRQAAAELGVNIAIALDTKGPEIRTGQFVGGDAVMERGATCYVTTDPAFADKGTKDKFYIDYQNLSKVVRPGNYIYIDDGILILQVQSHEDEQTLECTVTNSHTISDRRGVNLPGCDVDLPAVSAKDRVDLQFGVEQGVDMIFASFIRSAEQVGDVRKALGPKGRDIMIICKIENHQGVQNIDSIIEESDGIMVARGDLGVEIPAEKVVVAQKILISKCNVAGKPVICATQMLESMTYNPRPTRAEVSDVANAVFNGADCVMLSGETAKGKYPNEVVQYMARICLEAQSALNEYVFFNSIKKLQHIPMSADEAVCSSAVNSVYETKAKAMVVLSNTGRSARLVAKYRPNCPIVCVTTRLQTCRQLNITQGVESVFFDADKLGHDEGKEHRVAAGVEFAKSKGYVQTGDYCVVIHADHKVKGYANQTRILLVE
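In 50 mM imidazole pH 7.2 with 7 mM MgCl2, LmPK (0.1 nM) turned over PEP (0.5 mM) and ADP (0.1 mM) for 1 h at room temperature. Luciferase read-out of ATP.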
Sm TGR block: qHTS Assay for the Inhibitors of Schistosoma Mansoni Peroxiredoxins; Schistosoma mansoni thioredoxin glutathione reductase (TGR), Q962Y6; purified TGR, DTNB reduction, TNB absorbance 405 nm; Potency, µM (doses to about 114 µM), for inactives: at the top dose activity change, negative = inhibition, usual class: inhibitors; 360,000 tested, 3% active; AID 485364, 2010; also: potency is read from the fitted curve at half-maximal effect; nearly all actives have a fitted effect of over 60% in size
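First, TGR (20 nM dispensed) and NADPH were mixed with compound. Second, a 15 min room-temperature incubation followed. Third, further NADPH and then DTNB were added to start the reaction. Finally, TNB absorbance was monitored kinetically.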
AMA1-RON2 inh: qHTS for Inhibitors of AMA1-RON; Towards Development of Antimalarial Drug Lead: Primary Screen | Potency, µM (titrated, usually from 58.2 µM), for the others: top-dose activity change, negative = inhibition, actives largely listed as inhibitors | AlphaScreen AMA1-biotinylated RON2 peptide binding | 360,000 tested, 0.2% active | AID 720542, 2013 | Plasmodium falciparum AMA1 (3D7) - RON2 peptide interaction;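 also: potency is read from the fitted curve at half-maximal effect; 0% = vehicle wells and -100% = peptide control; nearly all actives have a fitted effect of over 45% in size; some results filed as inactive show a strong effect at the top dose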
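AMA1 (3D7) with his tag at 25 nM final met compounds first, then biotinylated RON2 peptide at 25 nM; detection used donor plus acceptor beads, 10 µg/mL apiece, read by AlphaScreen after 30 min at room temperature.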
AmpC inh detg: qHTS Inhibitors of AmpC Beta-Lactamase (assay with detergent) | P00811 | Potency, µM (doses to about 114 µM), without a hit: top-dose activity change, negative = inhibition, usual class: inhibitors | AmpC hydrolysis of nitrocefin, absorbance 480 nm, 0.01% Triton | 370,000 tested, 0.041% active;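 also: potency is read from the fitted curve at half-maximal effect; 0% = no-compound wells and -100% = no-enzyme wells; nearly all actives have a fitted effect of over 25% in size; some results filed as inactive show a strong effect at the top dose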
Target sequence (P00811 whole entry, looked up): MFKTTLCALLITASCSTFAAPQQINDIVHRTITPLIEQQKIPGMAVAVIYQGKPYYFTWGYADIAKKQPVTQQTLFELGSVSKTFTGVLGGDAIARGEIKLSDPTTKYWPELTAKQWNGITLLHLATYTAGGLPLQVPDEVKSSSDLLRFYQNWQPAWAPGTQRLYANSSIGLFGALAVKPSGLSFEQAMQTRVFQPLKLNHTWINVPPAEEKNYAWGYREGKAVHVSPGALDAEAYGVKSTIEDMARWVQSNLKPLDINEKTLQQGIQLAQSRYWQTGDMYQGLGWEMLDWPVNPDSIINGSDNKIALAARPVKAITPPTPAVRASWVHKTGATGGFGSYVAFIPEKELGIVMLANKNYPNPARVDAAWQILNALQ
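AmpC (5.3 nM in the dispensed reagent) in 20 mM phosphate pH 7.0 with 0.01% (detergent screen) or 0.0001% Triton X-100 was preincubated with compounds for 15 min at room temperature. Nitrocefin was then added from an 800 uM solution, and hydrolysis was followed at 480 nm.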
AmpC no deterg: qHTS Inhibitors of AmpC Beta-Lactamase (assay without detergent); P00811; AmpC nitrocefin hydrolysis, absorbance 480 nm, 0.0001% Triton; Potency, µM (titrated, usually from 57.1 µM), for inactives: at the top dose activity change, negative = inhibition, hits mostly inhibitors; 330,000 tested, 0.52% active; AID 485341, 2010;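 also: potency is read from the fitted curve at half-maximal effect; plate controls were no compound for no effect and no enzyme for full effect; nearly all actives have a fitted effect of over 20% in size; some results filed as inactive show a strong effect at the top dose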
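20 mM phosphate pH 7.0 + 0.01% (detergent screen) or 0.0001% Triton X-100; 5.3 nM AmpC reagent; cpd preinc 15 min RT; nitrocefin (800 uM stock) to start; A480 q20 s × 4 min; Activity was normalised to no-enzyme and no-compound control wells.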
* marks the source's active call; other numbers are inactive results; ? = inconclusive; nt = not tested or not shown; [ ] = dose if it differs, or a comment. Unless noted, calls follow the shape of the dose curve; as a rule, active = well fitted curve in the direction sought with a large enough effect; inconclusive = small, poorly fitted or top-dose-only effect, or another doubt; inactive = no such curve, though single readings can be large; an effect the other way counts as inactive or inconclusive. Unless noted, % is scaled to controls: 0 for no effect and ±100 for the full control effect.

Keys: A = Tb PYK inh; B = HCMV antiviral; C = LmPK inh; D = Sm TGR block; E = AMA1-RON2 inh; F = AmpC inh detg; G = AmpC no deterg
COc1ccc(-c2nnc3n2CCCCC3)cc1OC
  A: 5%; B: -12; C: -3%; D: 6%; E: 0%; F: 2%; G: -9%
Cc1ccc(SCC(=O)N(C)C2CCS(=O)(=O)C2)c(C)c1 (centres undefined)
  A: -4%; B: -3; C: nt; D: nt; E: -11%; F: nt; G: -15%
Cc1nn2c(N3CCN(C(=O)c4ccco4)CC3)cc(C(C)(C)C)nc2c1-c1ccc(Cl)cc1
  A: nt; B: nt; C: 1%; D: 8%; E: nt; F: 2%; G: -8%
COc1cccc2cc(C(=O)N3CCN(c4ccccn4)CC3)c(=O)oc12
  A: 5%; B: -19; C: -8%; D: 2%; E: 11%; F: 12%; G: 2%
Nc1nonc1C(=O)N/N=C/c1ccc(-c2cccc(C(=O)O)c2)o1
  A: nt; B: nt; C: -3%; D: 8%; E: nt; F: -4%; G: -19%
COc1ccc2nc(NC(=O)/C=C/c3ccc4c(c3)OCO4)sc2c1
  A: nt; B: 15; C: -1%; D: -12%; E: nt; F: ?; G: -18%
Cc1ccc(C)c(S(=O)(=O)NCCOc2nc(NC(C)C)nc(NC(C)C)n2)c1
  A: 1%; B: 2; C: 8%; D: -31%; E: -3%; F: -12%; G: 15%
CC1(C)Cc2c(sc3nc(SCC(=O)O)[nH]c(=O)c23)CO1
  A: ?; B: -15; C: ?; D: 9%; E: -2%; F: 1%; G: -17%
Cn1c(=O)c2c(nc(NCCCO)n2Cc2cccc(Br)c2)n(C)c1=O
  A: 6%; B: 9; C: -5%; D: -2%; E: -13%; F: 1%; G: -3%
Cc1ccc(Nc2c(-c3ccccc3)nc3cnccn23)cc1
  A: -1%; B: -20; C: 14%; D: 7%; E: -5%; F: 7%; G: -1%
O=C(COC(=O)CN1CCSC1=O)Nc1ccc(F)cc1Cl
  A: 29%; B: -26; C: nt; D: nt; E: -9%; F: nt; G: -18%
O=C(CCC1CCCCC1)NCCS(=O)(=O)N1CCN(c2ccccc2F)CC1
  A: -4%; B: -11; C: nt; D: 2%; E: -9%; F: ?; G: -11%
N#Cc1ccc(CSc2nnc(COc3ccccc3)n2-c2ccccc2)cc1
  A: -12%; B: -20; C: 3%; D: -7%; E: -4%; F: 2%; G: 6%
COc1ccccc1N1CCN(S(=O)(=O)c2ccc3[nH]c4c(c3c2)CCCC4)CC1
  A: 4%; B: -6; C: nt; D: -4%; E: nt; F: -4%; G: nt
CCCCN(C=O)c1c(CC)nc2ccc(C(=O)N3CCN(c4ccccc4)CC3)cn12
  A: -6%; B: 34; C: nt; D: nt; E: 7%; F: nt; G: nt

Next part; it opens with the 4 that closed the last part.
Keys: A = Tb PYK inh; B = HCMV antiviral; C = LmPK inh; D = Sm TGR block; E = AMA1-RON2 inh; F = AmpC inh detg; G = AmpC no deterg
O=C(CCC1CCCCC1)NCCS(=O)(=O)N1CCN(c2ccccc2F)CC1
  A: -4%; B: -11; C: nt; D: 2%; E: -9%; F: ?; G: -11%
N#Cc1ccc(CSc2nnc(COc3ccccc3)n2-c2ccccc2)cc1
  A: -12%; B: -20; C: 3%; D: -7%; E: -4%; F: 2%; G: 6%
COc1ccccc1N1CCN(S(=O)(=O)c2ccc3[nH]c4c(c3c2)CCCC4)CC1
  A: 4%; B: -6; C: nt; D: -4%; E: nt; F: -4%; G: nt
CCCCN(C=O)c1c(CC)nc2ccc(C(=O)N3CCN(c4ccccc4)CC3)cn12
  A: -6%; B: 34; C: nt; D: nt; E: 7%; F: nt; G: nt
Cc1cccc(-c2cnn(-c3cccc([N+](=O)[O-])c3)c2N)c1
  A: 0%; B: ?; C: -4%; D: -8%; E: -24%; F: 3%; G: -31%
Cc1ccccc1OCC(=O)Nc1ccc(Cc2ccncc2)cc1
  A: 4%; B: ?; C: -3%; D: -12%; E: -12%; F: -4%; G: 2%
COc1ccc(NC(=O)CCCSc2ccccc2)cc1
  A: -8%; B: -28; C: 7%; D: 4%; E: 3%; F: -6%; G: -16%
COc1ccc(CCNC(=O)COc2ncnc3cc([N+](=O)[O-])ccc23)cc1
  A: 4%; B: -15; C: -4%; D: -13%; E: 13%; F: 1%; G: -13%
Nc1ccc(C(=O)N/N=C/c2ccccc2)cc1
  A: -5%; B: 136; C: -4%; D: 12%; E: 4%; F: -11%; G: -37%
Cc1cc(NC(=O)COc2coc(CN3CCN(c4ccccc4F)CC3)cc2=O)no1
  A: 3%; B: -8; C: nt; D: 0%; E: 5%; F: -9%; G: -8%
CC1=NOC(=O)/C1=C/c1ccc2c(c1)OCO2
  A: ?; B: 12; C: -5%; D: -24%; E: -4%; F: -3%; G: -11%
O=C(CSc1ccc(F)cc1)Nc1ccc(N2CCOCC2)c(Cl)c1
  A: 3%; B: -5; C: -3%; D: -2%; E: 2%; F: 2%; G: -29%
COc1ccc(OCC(=O)Nc2ccc3c(c2)nc(CCN2CCCCC2)n3C)cc1
  A: 5%; B: ?; C: -2%; D: 4%; E: 12%; F: ?; G: 1%
COc1cc(CO)ccc1OCC(=O)N1CCc2ccccc21
  A: -1%; B: 13; C: -1%; D: 0%; E: -7%; F: 6%; G: -6%
Cc1ccc2c(c1)C(CCN)C(=O)N2Cc1ccccc1 (centres undefined)
  A: 1%; B: -16; C: 0%; D: -11%; E: -9%; F: -3%; G: 26%
Cc1ccc(C(=O)Nc2nc3ccccc3[nH]2)cc1
  A: -13%; B: -84*; C: ?; D: -1%; E: 61%[activator]; F: -6%; G: -30%
O=C1CCCC2=C1C(c1ccco1)Nc1ccc(C(=O)c3ccccc3)cc1N2 (centres undefined)
  A: 1%; B: -15; C: 0%; D: -23%; E: -4%; F: ?; G: -15%
CS(=O)(=O)c1ccc(C(=O)Nc2ccc(N3CCCC3)cc2)c(Cl)c1
  A: -11%; B: -13; C: -3%; D: 0%; E: 67%[activator]; F: 2%; G: -1%
COc1cccc(-c2nc3ccc(N4CCN(C)CC4)cc3[nH]2)c1
  A: 5%; B: -68*; C: 2%; D: -1%; E: -4%; F: 3%; G: -38%
CCOc1ccc(Cl)cc1-c1cc(C(=O)Nc2ccc(Br)cc2)[nH]n1
  A: -3%; B: -36; C: nt; D: nt; E: -10%; F: nt; G: nt
CCCn1c2ccccc2c2cnn(CC(=O)NCCCN(Cc3ccccc3)C(C)C)c(=O)c21
  A: 0%; B: -20; C: nt; D: 5%; E: nt; F: 14%; G: nt

Copied from the list:
AmpC no deterg with `Cc1nn2c(N3CCN(C(=O)c4ccco4)CC3)cc(C(C)(C)C)nc2c1-c1ccc(Cl)cc1` reads -8%
AmpC inh detg with `COc1ccc(CCNC(=O)COc2ncnc3cc([N+](=O)[O-])ccc23)cc1` reads 1%

Four entries from above, in markdown.
| mol | Tb PYK inh | HCMV antiviral | LmPK inh | Sm TGR block | AMA1-RON2 inh | AmpC inh detg | AmpC no deterg |
| --- | --- | --- | --- | --- | --- | --- | --- |
| Cc1ccc2c(c1)C(CCN)C(=O)N2Cc1ccccc1 (centres undefined) | 1% | -16 | 0% | -11% | -9% | -3% | 26% |
| CCOc1ccc(Cl)cc1-c1cc(C(=O)Nc2ccc(Br)cc2)[nH]n1 | -3% | -36 | nt | nt | -10% | nt | nt |
| CC1=NOC(=O)/C1=C/c1ccc2c(c1)OCO2 | ? | 12 | -5% | -24% | -4% | -3% | -11% |
| COc1ccc(OCC(=O)Nc2ccc3c(c2)nc(CCN2CCCCC2)n3C)cc1 | 5% | ? | -2% | 4% | 12% | ? | 1% |

Compound activity as filed in PubChem.
